Screening results: PubChem BioAssay, National Center for Advancing Translational Sciences (NCATS)
hERG WT inh – qHTS for Inhibitors of KCHN2 3.1: Wildtype qHTS. activity change, % at 1.84 µM. hit rate 0.37% among 340,000. U2OS, BacMam KCNH2, thallium flux FluxOr; hits give low values. Voltage-gated inwardly rectifying potassium channel KCNH2 (Homo sapiens), Q12809;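 active = maximum activity change below -70%; inconclusive = maximum activity change between -70% and -50%; inactive = maximum activity change above -50%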; note: % is set by controls: 0 for no effect and ±100 for the full control effect
Target sequence (Q12809 whole entry, looked up): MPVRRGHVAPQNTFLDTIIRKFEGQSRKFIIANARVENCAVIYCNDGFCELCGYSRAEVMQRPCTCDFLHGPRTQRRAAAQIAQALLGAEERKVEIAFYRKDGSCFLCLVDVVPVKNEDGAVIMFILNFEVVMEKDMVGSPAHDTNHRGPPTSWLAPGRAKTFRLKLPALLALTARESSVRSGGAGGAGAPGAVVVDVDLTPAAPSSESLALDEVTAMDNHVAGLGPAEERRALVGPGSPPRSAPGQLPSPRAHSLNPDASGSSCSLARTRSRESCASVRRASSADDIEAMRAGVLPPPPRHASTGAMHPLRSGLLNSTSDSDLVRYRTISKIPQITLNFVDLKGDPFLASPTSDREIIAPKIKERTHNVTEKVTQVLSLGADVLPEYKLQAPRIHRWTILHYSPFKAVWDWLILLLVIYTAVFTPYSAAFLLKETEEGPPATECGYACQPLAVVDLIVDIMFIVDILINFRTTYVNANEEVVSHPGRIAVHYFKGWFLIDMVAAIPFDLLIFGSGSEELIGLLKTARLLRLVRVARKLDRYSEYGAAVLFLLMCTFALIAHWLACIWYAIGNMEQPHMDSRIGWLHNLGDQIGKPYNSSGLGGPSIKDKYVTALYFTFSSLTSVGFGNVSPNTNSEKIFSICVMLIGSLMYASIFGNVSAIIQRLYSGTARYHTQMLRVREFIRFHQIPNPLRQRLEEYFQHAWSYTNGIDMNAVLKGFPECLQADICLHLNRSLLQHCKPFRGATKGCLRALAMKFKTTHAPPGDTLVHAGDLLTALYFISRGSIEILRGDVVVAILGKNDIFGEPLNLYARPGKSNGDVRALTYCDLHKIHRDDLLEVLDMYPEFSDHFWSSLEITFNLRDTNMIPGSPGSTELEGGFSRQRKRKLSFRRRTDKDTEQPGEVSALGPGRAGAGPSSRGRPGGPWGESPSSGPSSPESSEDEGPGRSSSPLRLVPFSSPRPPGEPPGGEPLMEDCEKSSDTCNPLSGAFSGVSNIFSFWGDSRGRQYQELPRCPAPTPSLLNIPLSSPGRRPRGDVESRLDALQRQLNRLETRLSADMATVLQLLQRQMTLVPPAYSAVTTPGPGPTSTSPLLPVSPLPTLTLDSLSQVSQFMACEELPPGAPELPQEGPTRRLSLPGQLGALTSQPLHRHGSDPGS
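U2OS cells were transduced with wild-type KCNH2 virus (2.03 x 10^8 / mL) for 4 h at room temperature, then cultured overnight at 37 C. Thallium flux was read with FluxOr dye. Rate constants were normalized to DMSO controls.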
A-T KAP1 phos – qHTS Assay for Identifying a Potential Treatment of Ataxia-Telangiectasia; Potency, µM (doses to about 57.5 µM), for the others: top-dose activation, actives largely listed as activators; AID 485349, 2010; […] A-T fibroblasts, KAP-1 phosphorylation AlphaLISA; neocarzinostatin DNA damage 30 min before lysis; hit rate 0.19% among 320,000; note: potency is the fitted concentration of half-maximal effect; % of control where 0% means no effect; nearly all actives have a fitted effect of over 45% in size
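ATM-like activity read as KAP-1 phosphorylation via AlphaLISA donor/acceptor antibody pairs after lysis and 6 hr at 25C. Cells were ATM-null patient fibroblasts ([…], hTERT), dosed 60 min, then exposed to the DSB inducer NCS for 30 min.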
TSHR antag – Antagonists of the Thyroid Stimulating Hormone Receptor: HTS campaign | Thyrotropin receptor (Homo sapiens), P16473 | TSHR-expressing cells, TSH-stimulated cAMP HTRF, 2 h; hits give low values | activity change, negative = inhibition, % at 11.5 µM | hit rate 0.2% among 330,000 | AID 504810, 2011;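 active = activity change below a set negative limit, meaning inhibition stronger than a set level, cut at about -70% in these data; inconclusive = activity change between two set negative limits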; note: % is set by controls: 0 for no effect and ±100 for the full control effect
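Competitive HTRF cAMP read-out (cryptate anti-cAMP antibody, cAMP-d2; 30 min, room temperature) in freshly harvested TSHR cells. Compounds added before TSH at EC80 (4nM final), followed by 2 hours' incubation at 37 deg C.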
Eya2 phos inh – qHTS Assay for Inhibitors of the Phosphatase Activity of Eya2; hit rate 0.006% among 330,000; AID 488837, 2010; recombinant Eya2, OMFP fluorescence dephosphorylation (OMFP is methylfluorescein phosphate); Potency, µM (top dose mostly 76.9 µM), without a hit: at the highest dose activity, negative = inhibition, hits mostly inhibitors; note: potency is the fitted concentration of half-maximal effect; % is set by controls: 0 for no effect and ±100 for the full control effect
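Eya2 protein (added as 0.2 uM solution) was preincubated with compound for 10 min at ambient temperature in 50 mM HEPES pH 7.5, 50 mM NaCl, 5 uM MgCl2, 0.05% BSA, 1 mM DTT. OMFP (added at 50 uM) then reacted 10 min; fluorescence read at 485/525 nm.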
TRPV1 ag – HTS Assay for Compounds that Act as Agonists of the Vanilloid Receptor 1; activation, % at 8.33 µM; Transient receptor potential cation channel subfamily V member 1 (Homo sapiens), Q8NER1; TRPV1-expressing cells, Fluo-8 calcium influx, agonist mode; hit rate 0.19% among 320,000; in the data active = activation above about 80%; inconclusive = between about 30% and that limit; note: 0% is about no effect
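TRPV1-expressing cells were cultured overnight at 35.5C and loaded with Fluo-8 calcium dye for 40 to 90 min at room temperature. After a 10 s baseline, compound was added and calcium influx was read kinetically for 3 min (ex 480/em 520 nm).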
TCR activator – Activators of T cell receptors: qHTS campaign. 330,000 tested, under 10 active. Potency, µM (top dose mostly 9.22 µM), inactives show top-dose activation of IL-2 secretion, most hits filed as activators. primary human leukocytes, anti-CD3, IL-2 HTRF, 48 h. AID 504894, 2011; note: % of control where 0% means no effect
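Using a-CD3 beads without co-stimulation, primary human leukocytes were exposed to compounds for 48 hr. An HTRF IL-2 kit measured the cytokine, with europium-to-d2 energy transfer producing emission at 665nm upon 320nm excitation.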
ELG1 DNA repair – qHTS screen for small molecules that inhibit ELG1-dependent DNA repair in human embryonic kidney (HEK293T) cells expressing luciferase-tagged ELG1; hit rate 2.3% among 330,000; HEK293T ELG1-luciferase reporter, luminescence, 16 h; DNA damage induced by 5-fluorouridine; Potency, µM (highest dose often 46.1 µM), for the others: top-dose activity change, negative = inhibition, usual class: inhibitors; AID 504467, 2011; note: potency is the fitted concentration of half-maximal effect; % is set by controls: 0 for no effect and ±100 for the full control effect; nearly all actives have a fitted effect of over 55% in size
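Overnight (16 hr) co-exposure of 2,000 cells/well to 5-fluorouridine and compound at 37 °C preceded detection. Luciferase was quantified via ONE-Glo luminescence; loss of signal denotes inhibition.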
KCNH2 3.1 block – qHTS for Inhibitors of KCHN2 3.1: Mutant qHTS | activity change, % (tested at about 1.8 µM) | AID 720553, 2013 | Potassium voltage-gated channel subfamily H member 2, brain isoform KCNH2 3.1 (human) | hit rate 0.95% among 340,000 | U2OS KCNH2 3.1, thallium flux FluxOr; hits give low values;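 active = maximum activity change below -70%; inconclusive = maximum activity change from -70% to -50%; inactive = maximum activity change above -50%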;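 note: thallium influx rate constant from kinetic fluorescence after stimulation buffer; % is set by controls: 0 for no effect and ±100 for the full control effect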
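Kinetic fluorescence (2 min after stimulation buffer) measures Tl+ influx through KCNH2 3.1 expressed by viral transduction in U2OS cells; the rate constant is normalized against DMSO controls serving as positive and negative references.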
Mito fusion yeast – qHTS Assay for Small Molecule Inhibitors of Mitochondrial Division or Activators of Mitochondrial Fusion | S. cerevisiae fusion-defective mutant growth rescue, CellTiterGlo 48 h | AID 485298, 2010 | hit rate 0.23% among 320,000 | Potency, µM (top dose mostly 46.1 µM), for the others: top-dose growth rescue (activation), usual class: activators;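 note: potency is the fitted concentration of half-maximal effect; % of control where 0% means no effect; nearly all actives have a fitted effect of over 45% in size; temperature-sensitive fusion mutants such as fzo1-1 at 37 °C on non-fermentable ethanol glycerol medium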
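Temperature-sensitive fusion-defective S. cerevisiae (e.g. fzo1-1, mgm1-5) were grown with compound in YPEG medium (3% ethanol, 3% glycerol) for 48 hours at 37C. Growth rescue was measured as viability by CellTiterGlo luminescence after 10 minutes at ambient.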
USP2a inh – qHTS Assay for Inhibitors of Ubiquitin-specific Protease USP2a Using CHOP2 as the Reporter; Ubiquitin carboxyl-terminal hydrolase 2 (Homo sapiens), O75604; USP2 core, Ub-CHOP2 coupled fluorogenic reporter, 485/531; Potency, µM (titrated, usually from 38.3 µM), without a hit: top-dose activity change, negative = inhibition, hits mostly inhibitors; hit rate 0.01% among 330,000;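 note: potency is the fitted concentration of half-maximal effect; plate controls were DMSO wells for no effect and full inhibition by NEM control for full effect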
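Cell-free coupled assay: 10nM USP2 core preincubated 30min RT with compound in Tris-HCl pH 8.0/CaCl2/CHAPS buffer, then 25nM Ub-CHOP2 and 25nM reporter substrate; fluorescence (Ex 485/Em 531) read after 60min RT, normalized to NEM inhibition, concentration-response curves fitted.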
* hit, by the source's call; ? = inconclusive; · = not tested or not shown; [ ] = dose if it differs, or a comment. Unless noted, calls come from the whole dose curve; as a rule, active = well fitted curve in the direction sought with a large enough effect; inconclusive = small, poorly fitted or top-dose-only effect, or another doubt; inactive = no such curve, though single readings can be large; an effect the other way counts as inactive or inconclusive. The list is partial. The share of hits here may be higher or lower than overall.

Second line of a record: hERG WT inh, A-T KAP1 phos, TSHR antag, Eya2 phos inh, TRPV1 ag, TCR activator, ELG1 DNA repair, KCNH2 3.1 block, Mito fusion yeast, USP2a inh
> CCOc1cc(S(=O)(=O)N2CCCC2)ccc1Cl
→ 2.7, ·, 13.9, -3.8%, 7.2, -3.0%, 9.8%, -1.2, 1.9%, -1.6%
> O=C(Cn1ncc2c([nH]c3ccccc32)c1=O)NCC1CCN(Cc2ccccc2F)CC1
→ -18.8, -1.2%, 17.3, -3.3%, 1.6, -111.0%, 3.0%, -30.1, -12.4%, 6.5%
> COc1ccc(S(=O)(=O)N2CCOCC2)cc1C(=O)N1CCCCCC1
→ 14.2, 2.7%, -6.1, 1.3%, -2.5, -5.1%, 4.6%, -7.3, -0.2%, -0.6%
> Cc1ccc(S(=O)(=O)N2CCN(S(=O)(=O)c3ccccc3Br)CC2)cc1
→ -1.4, 9.4%, 20.9, 5.3%, ·, -1.8%[46.1 µM], 10.1%, ·, ·, 3.5%
> O=C(Cn1nc(-c2ccc3c(c2)OCCO3)ccc1=O)Nc1ccc(N2CCOCC2)cc1
→ ·, 4.4%, -11.5, 3.2%, -2.1, ·, 0.2%, ·, 1.8%, 1.6%
> CCOC(=O)c1cc2c(ccn2C)n1CC(=O)N(CC)CC
→ -2.7, -1.8%, -5.7, -0.8%, 0.6, ·, -5.8%, 0.7, 1.2%, 8.7%
> CCCC(c1nnnn1Cc1cccs1)N1CCN(C)CC1 (centres undefined)
→ 24.6, -1.1%, -2.4, 2.8%, -0.5, 2.1%, 2.5%, 1.1, -2.8%, 5.6%
> CC1(C)CC(=O)C(C=Nc2ccc3cn[nH]c3c2)=C(O)C1
→ 10.3, 13.6%, -21.2, -2.6%, -3.4, -0.9%, 1.3%, -6.6, -2.0%, -0.3%
> COc1cc(OC)c(NC(=O)Cc2ccc(OC)c(S(=O)(=O)N3CCOCC3)c2)cc1Cl
→ 7.5, -5.9%, 57.2, -9.1%, -1.1, -4.3%, 3.9%, 5.3, 2.6%, -1.3%
> CC(C)(C)c1cc(C(=O)NNc2cccc(Cl)c2)n(Cc2ccccc2)n1
→ 0.5, -4.6%, 1.8, ?, 13.9, 9.2%, 0.8%, 14.2, -2.3%, -6.2%
> N#Cc1ccccc1COc1cccc2c1CCCC2O (centres undefined)
→ 3.5, 0.0%, -7.4, -8.6%, 0.4, 2.7%, -1.8%, -6.4, 1.3%, 2.4%
> CCOC(=O)C1CCN(C(=O)C2CCN(c3nnc(-n4cccc4)s3)CC2)CC1
→ 6.8, -5.1%, -4.0, 2.0%, 2.9, 3.2%, 2.7%, -13.7, -6.6%, 7.6%
> Cc1ccc(C)n1-c1cccc(S(=O)(=O)N2CCOCC2)c1
→ -26.4, 2.7%, -0.9, 4.2%, -3.2, -24.2%, ?, 3.0, 19.8%, 1.0%
> O=C(O)CCN1CCN(S(=O)(=O)c2ccc3ccccc3c2)CC1
→ -5.1, -4.9%, -4.4, -4.5%, 1.1, -4.1%, -0.7%, 8.4, -0.1%, -0.8%
> CCOc1ccc(S(=O)(=O)N2c3ccccc3CC2C)cc1 (centres undefined)
→ 14.3, 1.5%, 17.5, -28.4%, 0.8, -0.1%, ?, 18.1, 8.7%, -4.2%
> O=c1c(Cl)c(NCCO)cnn1-c1cccc(Cl)c1
→ 15.1, -2.8%, -0.9, -10.7%, 1.4, 7.7%, ?, 6.6, -0.8%, 2.7%
> COc1ccc(CCNC(=O)C2(C)CCC(=O)N2Cc2ccc(C)cc2)cc1OC (centres undefined)
→ 7.5, -1.9%, -5.1, -21.7%, 3.0, 11.9%, -1.9%, -14.6, -1.2%, -1.8%
> Cc1cc(C)c(C)c(OCc2nc(-c3cccnc3)no2)c1
→ -3.1, -0.1%, -37.5, -13.8%, 5.0, 1.0%, -18.0%, -5.6, 0.9%, 3.0%
> Cc1ccc(C)c(S(=O)(=O)NC(CC(C)C)C(=O)O)c1 (centres undefined)
→ 5.5, -0.4%, 27.6, 16.5%, -1.0, 4.4%, -3.2%, 16.4, 2.4%, -1.7%
> CCCNC(=O)C(Cc1cccc(Cl)c1)NC(=O)c1ccccc1 (centres undefined)
→ -4.5, -15.2%, 8.0, -14.4%, 18.8, 0.2%, 20.2%, 4.5, 1.7%, 1.1%
> CCSC1=C(C#N)C(c2ccc3c(c2)OCO3)C2=C(CCCC2=O)N1 (centres undefined)
→ -4.7, ·, 10.3, -25.5%, -12.9, 0.8%, 6.0%, -19.6, 0.4%, 0.8%
> O=C(NCc1nc2ccccc2[nH]1)C1=C[C@H](c2coc3ccccc3c2=O)C[C@H](OCc2ccc(CO)cc2)O1
→ 35.6, 24.3%, -2.1, -6.9%, -4.1, -5.0%, -39.1%, -21.5, -11.9%, -4.2%
> O=S(=O)(c1ccc(F)c(F)c1F)N1CCN(C(=S)NC2CC3CCC2C3)CC1 (centres undefined)
→ -0.6, -0.1%, 0.7, 0.8%, 5.5, 1.9%, 14.2%, 7.6, -1.4%, 1.7%
> C1=Nc2c(NCc3ccccc3)ncnc2Oc2ccccc21
→ -6.0, 3.0%, -17.9, -9.4%, ?, 2.3%, -3.4%, -1.4, 3.7%, 4.5%
> COc1ccc(-c2ccc(C)cc2)cc1[C@H]1[C@H]2C=CC[C@@H](C)[C@@H]2C(=O)N1Cc1ccccc1
→ -16.1, 16.1%, 2.5, 3.7%, ?, -2.4%, -0.5%, -13.3, -22.9%, 7.5%
> COc1ccc(/C=C(/CC(=O)NCc2ccc(Cl)cc2)c2nc3ccccc3s2)cc1
→ -8.1, 1.9%, -10.4, -1.5%, ?, 1.1%[46.1 µM], 27.4%, -23.3, 7.4%, -4.4%
> CCn1c(C)c(C)c2cc(C(=O)NCCCN3CCCCC3)ccc21
→ 8.4, -7.7%, -8.6, -1.4%, 3.6, 1.1%, ?, -26.1, -2.4%, 0.4%
> Cc1ccc(CS(=O)(=O)CCC(=O)NC2CC2)cc1
→ -5.4, 3.3%, -1.4, -20.2%, -0.1, -3.1%, 9.4%, -4.8, 2.5%, 3.0%
> OC12CC3C[C@H](C1)C(N1CCOCC1)[C@@H](C3)C2 (some centres undefined)
→ -11.5, -8.2%, 20.0, -7.5%, -0.1, -2.4%, 4.6%, 5.2, -1.2%, 0.6%
> COc1nc(Nc2ccc([N+](=O)[O-])cc2)nc(NC(C)C)n1
→ 4.0, 5.6%, -1.7, -1.0%, -11.4, 4.4%[46.1 µM], ?, 1.1, 6.1%, 0.7%
> CCN(CC)CCCn1c2c(c(SCC(=O)Nc3cccc(C)c3C)nc1=O)CCC2
→ 65.4, 0.1%, 2.1, -25.5%, -1.1, 4.0%, -5.4%, 6.9, 2.3%, 2.6%
> CCC(c1nnnn1C(C)(C)CC)N(CCN1CCOCC1)Cc1cc2cc(C)ccc2[nH]c1=O (centres undefined)
→ 5.4, ·, 1.9, 10.4%, -0.3, 9.5%, -3.2%, 3.7, 1.0%, 0.4%
> O=C(CN1C(=O)C2C3C=CC(C3)C2C1=O)Nc1nc2ccccc2[nH]1 (centres undefined)
→ -3.3, ·, 2.3, -7.4%, -1.9, -2.3%, ?, 7.0, -0.1%, -1.0%
> Cc1cccc(CNC(=O)CCCn2nc(C)c3c(C)n(-c4ccccc4)nc3c2=O)c1
→ -16.4, 9.1%, -1.0, 2.2%, 1.7, 5.0%, -0.5%, -1.1, 3.2%, 3.9%
> Cc1c(C(=O)NC2CCCC2)oc2ccccc12
→ -9.0, 11.0%, -35.6, 0.2%, ?, -0.3%, ?, 16.5, 10.0%, 3.3%
> CN(C)S(=O)(=O)c1cccc(NC(=O)Cn2cc(C(F)(F)F)cc(Cl)c2=O)c1
→ 40.8, -0.5%, -3.8, -6.6%, 0.3, 7.9%, -7.3%, 6.2, -6.0%, 0.4%
> COc1ccc(NC(=O)CC(Cc2ccccc2)C(=O)O)cc1 (centres undefined)
→ -2.2, -3.0%, -2.0, -27.7%, -1.3, -3.7%, 12.1%, 17.0, -3.2%, 1.2%
